Compound activity from PubChem BioAssay.
Cneo AK release: causes C. neoformans cell lysis; adenylate kinase release luminescence, 4 h; normalised: neutral wells 0, clomiphene wells 100; lysis activity, % at 15 µM; 360,000 tested, 0.2% active;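 active = mean lysis activity across replicates of at least 80%, whatever share of replicates individually reach that level; inactive = mean lysis activity below 80%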
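Schedule: static 4 h at 37 °C with compound, 1 h detection; system: C. neoformans cells; benchmarks: Clomiphene as positive control; buffer or medium: fresh YPD medium; measure: luminescence rise reflecting yeast cell lysis; measured by: luminescent adenylate kinase detection reagent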
LGR2 antag: blocks bursicon-induced cAMP signaling via Drosophila LGR2; HEK293 LGR2, CRE-luciferase, bursicon-stimulated, 4 h; inhibition, % at 9.99 µM; 380,000 tested, 0.35% active;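 active = drop in luminescence signal, shown as inhibition above about 50% in the replicate tests, limit read from the data, passing the limit was not always enough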;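 note: agonist challenge used bursicon conditioned medium at about half maximal strength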
ERAP1 inh: ERAP1 (human) enzyme inhibition; inhibition, % at 10.7 µM; Q9NZ08; 340,000 tested, 0.15% active; recombinant ERAP1, Leu-AMC fluorescence, 60 min; AID 652197;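 active = mean replicate inhibition of at least 30%, or all replicates individually reaching that 30% level; inactive = mean below 30% and not every replicate reaching it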;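 note: 0% = neutral control wells and 100% = L-leucinethiol positive control wells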
C2C12 statin: protects C2C12 myotubes from simvastatin toxicity; ATP luminescence, 48 h; scaled: DMSO 0, geranylgeraniol control 100; rescue of ATP level, % at 7.49 µM; 330,000 tested, 0.78% active;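 active = mean ATP rescue above about 67%, or every replicate alone reaching that limit, limit read from the data, passing the limit was not always enough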;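 note: myotubes were challenged with 10 µM simvastatin during compound exposure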
XiGFP reactiv: reactivates the inactive X chromosome in mouse fibroblasts; activation, % at 7.58 µM; 360,000 tested, 0.055% active; XiGFP mouse fibroblasts, % GFP-positive cells imaging, 3 d; cells co-treated with 5-aza-dC sensitizer; scaled so ellipticine positive control = 100%;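 active = mean normalized replicate activation at least 10% and every replicate at or above 10%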;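 note: 0% = median of on-plate neutral control wells and 100% = ellipticine 6 µM median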
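System: SV40-immortalized XiGFP fibroblast cells, line 68-5-11 / Incubation: 3-day compound exposure, then 15 min fixation at room temperature / Compound: single concentration per compound, delivered by pin transfer / Buffer or medium: DMEM plus 5-aza-dC sensitizer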
SIRT5 block: sirtuin-5 (human) deacylase inhibition | Q9NXA8 | Purified SirT5, succinyl-peptide AMC, trypsin-coupled fluorescence | inhibition, % at 15 µM | 330,000 tested, 1.1% active | AID 652115; in the data active = inhibition above about 15%
Target sequence (Q9NXA8 whole entry, looked up): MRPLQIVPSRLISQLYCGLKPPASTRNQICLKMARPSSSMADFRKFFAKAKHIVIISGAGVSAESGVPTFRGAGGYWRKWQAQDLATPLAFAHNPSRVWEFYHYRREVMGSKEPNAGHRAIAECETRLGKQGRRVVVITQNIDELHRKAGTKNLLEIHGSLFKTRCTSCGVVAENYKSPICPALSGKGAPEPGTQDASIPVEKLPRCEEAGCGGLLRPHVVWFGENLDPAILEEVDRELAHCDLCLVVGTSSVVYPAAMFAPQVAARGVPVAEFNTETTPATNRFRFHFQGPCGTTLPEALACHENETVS
S100A4 inh HTS: blocks human S100A4 binding to myosin IIA peptide. P26447. S100A4/TAMRA-MyoIIA peptide fluorescence polarization. inhibition, % at 10.7 µM. 360,000 tested, 0.14% active. AID 652163;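 active = mean inhibition of at least 70% across replicates, with every replicate also reaching that level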
Target sequence (P26447 whole entry, looked up): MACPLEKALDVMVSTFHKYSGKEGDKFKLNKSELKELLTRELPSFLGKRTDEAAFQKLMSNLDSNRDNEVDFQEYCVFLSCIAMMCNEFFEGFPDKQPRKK
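Material: S100A4 monomer (human). Medium: Calcium-containing HEPES buffer, pH 7.2. Probe or stimulus: labelled myosin peptide probe, 5 nM. Compound dosing: one concentration per compound. Timing: polarization read 5 min after assay mix addition, stable 5–60 min. Benchmarks: DMSO as neutral control, TFP as positive control.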
PGC1a acetyl inh: PGC1a acetylation modulation, inhibitor mode; 350,000 tested, 0.17% active; U2OS PGC1a acetylation, AlphaScreen anti-acetyl-lysine; with virally co-expressed GCN5 acetyltransferase; inhibition, % at 15.6 µM;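 active = every replicate shows inhibition of at least 40%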;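 note: 0% = neutral control wells and 100% = positive control wells; some results beyond the cut were filed as inactive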
Numbers without * were called inactive; x = not tested or not shown. An excerpt (hit frequency here may not be typical).

SMILES	Cneo AK release	LGR2 antag	ERAP1 inh	C2C12 statin	XiGFP reactiv	SIRT5 block	S100A4 inh HTS	PGC1a acetyl inh
CSCCC(NC(=O)OCc1ccccc1)C(=O)NC(Cc1c[nH]c2ccccc12)C(=O)O (configuration not stated)	x	13.9	-0.3	x	0.0	x	-4.8	x
CCC(Oc1ccccc1F)C(=O)NCCCn1ccnc1 (configuration not stated)	-4.2	2.5	-0.2	-8.6	0.4	1.6	0.5	-3.5
COc1ccc(-c2cnc3c(c2)C(=O)N([C@@H](C)CO)C[C@H](C)[C@@H](CN(C)C(=O)Cc2cccnc2)O3)cc1	x	1.6	x	10.2	-1.5	x	x	2.2
COc1ccc(N(CC(=O)N2CCCC2)S(=O)(=O)c2ccc(NC(C)=O)cc2)cc1	-2.1	-2.5	-1.1	2.9	0.1	2.3	-0.5	x
O=C(C[C@@H]1CC[C@@H]2[C@H](COC[C@H](O)CN2S(=O)(=O)c2ccccc2F)O1)NCc1ccccc1Cl	4.9	-17.2	0.3	-6.8	0.1	-4.3	-6.7	-1.6
CCC1(C)SC(NC(C)=O)=NN1C(C)=O (configuration not stated)	x	-0.1	-0.8	x	0.0	-2.7	-2.2	10.7
CCS(=O)(=O)N1CCC(C(=O)Oc2ccc(C(=O)OC)cc2)CC1	-1.4	-2.6	0.4	6.8	0.0	10.6	-9.0	-5.1
Cc1ccc(OCCCCN2CCCC(C)C2)c([N+](=O)[O-])c1 (configuration not stated)	x	-4.4	-3.3	x	0.3	-1.2	2.2	-5.3
CCOc1ccccc1CN1CCNC(=O)C1CC(=O)NCCC1=CCCCC1 (configuration not stated)	0.1	1.7	-1.3	x	0.1	-0.2	-6.6	3.1
CCOC(=O)c1ccc(NC(=S)N(CCCN2CCN(CC)CC2)Cc2ccco2)cc1	-2.6	6.4	-2.9	11.9	0.0	-2.5	-2.0	-3.5
Cc1c2ccccc2nc2ccccc12	x	-6.2	-5.3	x	0.6	0.1	3.7	x
C[C@H](CO)N1C[C@H](C)[C@H](CN(C)C(=O)CCCN(C)C)OCCCC[C@H](C)Oc2ccc(NC(=O)Nc3cccc4ccccc34)cc2C1=O	5.9	6.4	1.5	x	-0.4	-3.8	23.6	0.9
COc1ccc(C(=O)N2CCCCCC2)cc1S(=O)(=O)N1CCOCC1	0.1	4.5	-6.4	x	0.0	2.4	-0.1	2.9
C/C=C/c1cnc2c(c1)C(=O)N([C@H](C)CO)C[C@H](C)[C@H](CN(C)CC1CCOCC1)O2	0.0	7.6	-1.5	20.7	0.3	2.0	9.4	-7.3
Cc1ccc2nc(-c3ccccn3)c(Nc3ccccc3C)n2c1	1.3	6.7	-0.9	-9.7	0.0	1.8	17.0	10.9
O=C(C1CCC(=O)N(C2CCCC2)C1)N1CCC(Oc2ccccc2Cl)CC1 (configuration not stated)	7.7	17.5	-6.3	6.3	-0.1	-3.4	1.8	0.2
COC(=O)[C@@]12C[C@@H](CC(=O)NCCC(C)C)C(=O)N(CCc3ccc(OC)c(OC)c3)C1=CCC(C)(C)C2	x	3.3	x	x	-0.1	13.5	-3.1	x
C[C@H](CO)N1C[C@H](C)[C@H](CN(C)C(=O)Nc2ccc3c(c2)OCO3)Oc2cc(C#Cc3ccncc3)ccc2S1(=O)=O	-4.8	11.1	2.9	-48.4	-0.3	-1.4	-15.5	-5.1
O=C1NC(c2ccc(O)cc2)Nc2ccccc21 (configuration not stated)	-0.6	-16.0	-1.0	5.3	0.2	-0.1	-5.2	x
CC(Sc1nc2ccccc2c(=O)n1CC1CCCO1)C(=O)NC(C)c1ccccc1 (configuration not stated)	-0.9	9.1	4.5	-0.1	0.3	-7.9	4.9	x
C[C@@H]1CN([C@H](C)CO)C(=O)c2cc(NC(=O)CCN3CCOCC3)ccc2O[C@H]1CN(C)S(=O)(=O)c1ccccc1	0.9	3.4	-17.3	-22.3	0.7	-2.2	6.5	8.7
Cc1noc(C)c1NC(=O)N(C)C[C@@H]1Oc2ccc(NC(=O)CCN3CCOCC3)cc2CC(=O)N([C@H](C)CO)C[C@H]1C	1.6	16.1	-3.0	3.5	0.5	6.4	3.3	8.1
COc1ccccc1OCC(=O)NCC(C)NC(=O)COc1ccccc1OC (configuration not stated)	1.5	-4.8	-3.1	12.5	0.0	-5.0	-3.6	9.7
CC(NC(=O)c1cc(=O)[nH]c2ccc(Br)cc12)c1ccccc1 (configuration not stated)	x	-24.7	5.0	x	0.0	-1.4	-3.0	x
Cc1[nH]n(-c2ccc([N+](=O)[O-])cc2)c(=O)c1C=NCCc1ccc(S(N)(=O)=O)cc1	3.9	6.2	-3.1	x	0.1	-1.1	10.0	1.6

Later entries.
SMILES	Cneo AK release	LGR2 antag	ERAP1 inh	C2C12 statin	XiGFP reactiv	SIRT5 block	S100A4 inh HTS	PGC1a acetyl inh
C[C@@H](NC(=O)C[C@H]1CC[C@H]2[C@H](COc3ccc(NS(=O)(=O)c4ccc(Cl)cc4)cc3C(=O)N2C)O1)c1ccccc1	-1.2	-4.4	2.4	25.1	0.0	1.3	-30.0	-1.6
c1cc2c3c(cccc3c1)NC(c1ccc3c(c1)OCO3)N2	-1.3	11.2	0.8	2.0	0.0	3.5	-1.3	10.1
O=C(CCN1CCCCC1)NCC[C@@H]1CC[C@@H](NC(=O)C2CCCC2)[C@H](CO)O1	1.8	-7.8	-2.7	-3.0	-0.6	12.4	-4.7	-0.9
C[C@]12CC[C@@H]3c4ccc(O)cc4CC[C@H]3[C@@H]1CC[C@@H]2OC(=O)CCC1CCCC1	1.3	x	-0.5	-0.4	0.1	-9.1	-1.2	-16.6
CCCNC(=O)N1[C@@H](C#N)[C@@H](c2ccc(-c3ccccc3F)cc2)[C@@H]1CO	-5.4	4.2	-3.6	-19.4	0.0	4.2	-3.3	-35.7
Cc1cc(CN2C(=O)c3ccccc3C2=O)cc(N2CCOCC2)c1	0.8	10.5	2.0	-9.7	x	0.1	-3.2	6.8
Cc1ccc(-c2ccc(C(=O)O)o2)cc1Cl	-0.2	-20.3	-0.7	x	0.0	1.3	8.6	6.4
C[C@@H]1CCCCO[C@@H](CN(C)S(=O)(=O)c2cccs2)[C@H](C)CN([C@H](C)CO)C(=O)c2cc(NC(=O)CCCN(C)C)ccc2O1	-1.0	-0.7	0.5	x	0.2	-3.9	17.0	3.9
COc1cc(=O)oc(-c2ccccc2)c1C(C)=O	x	-2.3	x	x	0.3	5.9	3.2	x
CCC1(c2ccc(F)cc2)NC(=O)N(CC(=O)N2CCc3ccccc32)C1=O (configuration not stated)	-0.2	-8.5	-2.4	-0.1	0.0	-1.7	1.0	2.5
O=C(COC(=O)c1ccc(-c2ccc([N+](=O)[O-])cc2)o1)NC(=O)NC1CCCCC1	3.5	3.9	0.0	8.7	0.0	-4.6	4.4	1.6
CCCCn1c(=O)[nH]c(=O)c2c1nc(-c1ccc(OCCC)c(OCC)c1)n2CCOC	x	-0.5	5.7	x	-0.1	-2.7	0.5	x
CCCCCCCCN1C(=O)[C@H](CC(=O)N2CCCCC2)C[C@@]2(C(=O)OCC)CCCC=C12	x	14.9	0.3	x	0.1	1.3	-5.1	x
COc1cccc(-c2ccc3c(c2)[C@@H]2[C@@H](CCN2C(=O)CN(C)C)[C@H](CO)N3C)c1	0.4	-5.2	-4.1	-12.4	0.4	-2.1	-5.5	-10.9
Cc1ccc(-c2nc3ccccc3[nH]2)cc1N	-3.9	-10.1	1.1	-94.2	x	-15.4	-1.7	-17.5
O=C(c1ccccc1F)N1CC2(C1)[C@@H](c1ccccc1)[C@@H](CO)N2CC1CCOCC1	x	6.8	-1.0	x	0.0	2.3	-3.1	-5.1
CCc1nnc(N/N=C/c2c(C)[nH]c3ccccc23)n1N	x	24.2	0.5	x	0.0	2.7	14.4	x
Cc1noc(C)c1C(=O)N(C)C[C@H]1OCc2ccccc2-c2ccccc2C(=O)N([C@H](C)CO)C[C@@H]1C	-2.9	-2.7	0.3	5.4	0.4	2.5	2.0	-0.9
CCN(CC(=O)NCc1ccc(Cl)cc1)C(=O)CN1C(=O)NC(CC)(c2ccccc2)C1=O (configuration not stated)	0.2	6.5	-2.6	-3.2	0.2	-1.6	-0.6	-11.9
O=C(COC(=O)CCc1ccccc1)NC12CC3CC(CC(C3)C1)C2	2.1	24.8	8.1	7.8	0.2	1.6	0.4	-1.2
COc1ccc(C(=O)O)cc1S(=O)(=O)NC(C)C	-0.4	10.3	-2.2	-6.5	0.3	-0.2	0.8	6.2
COc1ccc(S(=O)(=O)N[C@H]2CC[C@H](CC(=O)N3CCC(Cc4ccccc4)CC3)O[C@@H]2CO)cc1	-5.2	22.3	-1.7	43.4	-0.5	1.6	-11.6	-6.0
CCOC(=O)C1=NNC2(c3ccc(C)cc3)C(=O)N(c3ccccc3)C(=O)C12 (configuration not stated)	-2.1	-20.9	-1.7	x	0.0	-1.3	1.3	11.4
OC(CCN1CCCCC1)(c1ccccc1)C1CCCCC1 (configuration not stated)	1.9	2.9	-2.9	9.2	0.1	-4.8	-6.2	-0.4
C[C@H](CO)N1C[C@H](C)[C@H](CN(C)Cc2ccc(C(F)(F)F)cc2)OCCCC[C@H](C)Oc2ccc(NS(=O)(=O)c3ccccc3)cc2C1=O	-3.9	17.2	-1.6	x	0.0	14.9	8.7	1.1

Single records, from the list above. Screens in order: Cneo AK release | LGR2 antag | ERAP1 inh | C2C12 statin | XiGFP reactiv | SIRT5 block | S100A4 inh HTS | PGC1a acetyl inh
Shown for `O=C(CCN1CCCCC1)NCC[C@@H]1CC[C@@H](NC(=O)C2CCCC2)[C@H](CO)O1` = 1.8 | -7.8 | -2.7 | -3.0 | -0.6 | 12.4 | -4.7 | -0.9
Shown for `Cc1ccc(-c2ccc(C(=O)O)o2)cc1Cl` = -0.2 | -20.3 | -0.7 | x | 0.0 | 1.3 | 8.6 | 6.4
Shown for `c1cc2c3c(cccc3c1)NC(c1ccc3c(c1)OCO3)N2` = -1.3 | 11.2 | 0.8 | 2.0 | 0.0 | 3.5 | -1.3 | 10.1
Shown for `C[C@@H]1CCCCO[C@@H](CN(C)S(=O)(=O)c2cccs2)[C@H](C)CN([C@H](C)CO)C(=O)c2cc(NC(=O)CCCN(C)C)ccc2O1` = -1.0 | -0.7 | 0.5 | x | 0.2 | -3.9 | 17.0 | 3.9
Shown for `Cc1noc(C)c1C(=O)N(C)C[C@H]1OCc2ccccc2-c2ccccc2C(=O)N([C@H](C)CO)C[C@@H]1C` = -2.9 | -2.7 | 0.3 | 5.4 | 0.4 | 2.5 | 2.0 | -0.9

More structures.
SMILES	Cneo AK release	LGR2 antag	ERAP1 inh	C2C12 statin	XiGFP reactiv	SIRT5 block	S100A4 inh HTS	PGC1a acetyl inh
FC(F)(F)c1ccccc1CN1CCCC(N2CCN(c3ccccc3)CC2)C1 (configuration not stated)	2.4	-4.1	-1.7	5.9	0.0	-1.9	0.8	x
Cn1c(/C=N/Nc2nc3ccccc3[nH]2)nc2ccccc21	x	-2.6	3.7	x	-0.1	3.0	1.7	x
CC(=O)Nc1cccc(NC(=O)CN2c3cccc4cccc(c34)S2(=O)=O)c1	1.1	7.1	2.4	23.6	1.1	-2.5	-5.2	-4.6
CCOC(=O)c1cc(NC(=O)c2ccc(C)cc2)c(=O)oc1C(F)(F)F	x	-7.7	-0.1	x	0.1	0.5	3.1	x
COCCCNc1nc2c(c(=O)n(Cc3cccc(Br)c3)c(=O)n2C)n1C	x	-6.4	1.3	x	0.0	7.2	-3.0	x
O=C(CCC1CCCC1)NCCCNC(=O)CCC1CCCC1	-0.5	-10.7	-0.7	x	-0.1	-5.3	0.6	-4.1
CCCc1nnc(SCC(=O)Nc2cccc(Cl)c2Cl)o1	-1.9	-2.4	-3.1	8.4	0.5	-0.4	-4.0	x
